Screening data from PubChem.
hIAP activ = human IAP activators, primary screen, biochemical, luminescence, uHTS; Intestinal-type alkaline phosphatase (Homo sapiens), P09923; purified human IAP, CDP-Star luminescence, 30 min; hits give high values; 1 = vehicle-only enzyme, 0 = enzyme-free background; activation factor at 10 µM; hit rate 0.16% among 330,000; AID 2524, 2010;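 active means activation factor of the enzyme at least 2-fold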; further: the source names both 10 and 20 µM as test concentration; values of inactives mirror those of a sister screen read the other way
GRIN3A LBD mod = binders of NR3A ligand-binding domain, primary screen, biophysical, differential scanning fluorimetry, uHTS | hit rate 2.5% among 340,000 | NR3A LBD differential scanning fluorimetry, Tm shift; 0% = protein alone, 100% = glycine-bound protein | Tm shift relative to glycine control, % at 25 µM;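 active means melting temperature shift of at least 10% of the positive control shift, at one fixed dose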
SENP1 inh = human SENP1 catalytic domain inhibitors, primary screen, biochemical, FRET, uHTS. AID 624204, 2012. recombinant SENP1 catalytic domain, CyPet-SUMO1-YPet FRET cleavage. hit rate 0.21% among 360,000. Sentrin-specific protease 1 (Homo sapiens), Q9P0U3. inhibition, % at 10 µM;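 active means inhibition at least 30% at 10 µM, raw YFP signal under a set limit, fluorescence ratio 0.5 to 1.5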;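 further: 0% = enzyme with DMSO and 100% = no enzyme wells; some results filed as inactive read as strong as hits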
Target sequence (Q9P0U3 419-644 limits assumed): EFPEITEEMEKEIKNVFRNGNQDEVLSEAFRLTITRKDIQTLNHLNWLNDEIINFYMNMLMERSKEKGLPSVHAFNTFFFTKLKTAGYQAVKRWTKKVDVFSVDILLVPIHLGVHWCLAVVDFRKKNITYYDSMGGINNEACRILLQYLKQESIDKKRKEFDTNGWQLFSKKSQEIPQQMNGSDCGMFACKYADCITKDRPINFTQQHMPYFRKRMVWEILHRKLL
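Assay system – human recombinant His6-tagged SENP1 catalytic domain enzyme · Input – SENP1 enzyme, 20 pM final · Buffer or medium – Tris pH 8 buffer plus EDTA, NaCl, BME, BSA, NP40, catalase · Schedule – 50 min reaction at room temperature · Technique – FRET read of cyan and yellow fluorescence · Control set – no-enzyme wells low, DMSO-plus-enzyme wells high control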
MPTP block = mitochondrial permeability transition pore inhibitors, primary screen, biochemical, isolated mouse mitochondria, absorbance; hit rate 1.4% among 360,000; Ca2+ swelling absorbance, 30 min; inhibition, % at 10 µM;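 active means inhibition of 50% or more, scaled per plate between neutral and stimulator controls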;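 further: 0% = DMSO wells given calcium and 100% = 1 mM EGTA wells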
SENP6 inh = SENP6 protease inhibitors, primary screen, biochemical, luminescence, uHTS. inhibition, % at 10 µM. Recombinant SENP6 catalytic domain, aminoluciferin luminescence. hit rate 1.8% among 330,000. AID 2599, 2010;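 active means inhibition above about 50% at the single tested dose, limit read from the data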;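 further: plate controls were DMSO wells with enzyme for no effect and DMSO wells lacking enzyme for full effect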
SENP8 inh = human SENP8 protease inhibitors, primary screen, biochemical, fluorescence, Nedd8 protein substrate, uHTS; Sentrin-specific protease 8 (Homo sapiens), Q96LD8; recombinant SENP8; hit rate 0.64% among 360,000; inhibition, % at 20 µM; AID 602440, 2012; in the data active means inhibition mostly above about 40%, no sharp cut-off; inactive means mostly below about 27%
Target sequence (Q96LD8 whole entry, looked up): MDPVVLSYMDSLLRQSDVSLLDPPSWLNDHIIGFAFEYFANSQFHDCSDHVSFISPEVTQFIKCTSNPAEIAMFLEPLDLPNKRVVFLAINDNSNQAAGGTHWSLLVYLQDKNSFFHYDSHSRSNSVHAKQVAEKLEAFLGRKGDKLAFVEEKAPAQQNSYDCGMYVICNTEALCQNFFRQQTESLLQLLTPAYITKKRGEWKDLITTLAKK
ATG4B inhibitor = ATG4B protease inhibitors, primary screen, biochemical, fluorescence, uHTS; Cysteine protease ATG4B (Homo sapiens), Q9Y4P1; ATG4B cleavage of LC3-PLA2, NBD-HPC fluorescence, 1 h; inhibition, % at 8.33 µM; hit rate 0.51% among 340,000; AID 504462, 2011; in the data active means inhibition above about 40%
Target sequence (Q9Y4P1 whole entry, looked up): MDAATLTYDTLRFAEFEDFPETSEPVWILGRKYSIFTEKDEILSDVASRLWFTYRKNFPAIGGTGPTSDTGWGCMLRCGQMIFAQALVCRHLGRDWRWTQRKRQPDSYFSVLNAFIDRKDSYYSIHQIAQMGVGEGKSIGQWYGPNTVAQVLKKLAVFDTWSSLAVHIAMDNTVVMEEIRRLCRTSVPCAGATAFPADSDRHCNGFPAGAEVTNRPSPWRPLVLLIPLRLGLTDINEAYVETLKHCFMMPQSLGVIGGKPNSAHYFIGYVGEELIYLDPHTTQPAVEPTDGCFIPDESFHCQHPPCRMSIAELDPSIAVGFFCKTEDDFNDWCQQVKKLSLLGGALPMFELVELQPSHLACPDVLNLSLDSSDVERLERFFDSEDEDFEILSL
PfGluPho inh = PfG6PD enzyme inhibitors, primary screen, biochemical, fluorescence intensity, uHTS; glucose-6-phosphate dehydrogenase-6-phosphogluconolactonase (Plasmodium falciparum 3D7); AID 504690, 2011; hit rate 0.78% among 350,000; inhibition, % at 20 µM; PfGluPho enzyme, NADPH resazurin-diaphorase fluorescence;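 active means inhibition reaching at least a set limit at 20 µM in the primary screen, cut at about 59% in these data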;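 further: 0% = DMSO wells with substrate and 100% = DMSO wells lacking glucose-6-phosphate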
* hit, by the source's call; . = no result given.

Value order – hIAP activ	GRIN3A LBD mod	SENP1 inh	MPTP block	SENP6 inh	SENP8 inh	ATG4B inhibitor	PfGluPho inh
CC(=O)Oc1ccc(C(=O)[C@H]2[C@H]3C(=O)N(c4ccc(C)cc4C)C(=O)[C@H]3[C@@H]3C=CC=NN32)cc1
    1	4	-27	3.1	4	-6	-9	1
COc1ccc(C(=O)NN2CC(O)=C(c3nc4ccccc4n3C)C2=N)cc1OC
    1	0	1	0.1	2	-3	-8	-5
COc1cccc(NC(=O)CN(C)C(=O)c2cccc(S(=O)(=O)N3CCN(c4ccc(F)cc4)CC3)c2)c1
    0.99	-7	1	-1.4	-7	4	-5	3
CS(=O)(=O)N1CCc2cc(C(=O)Nc3ccc(Cl)cc3)ccc21
    1.1	0	2	0.6	-6	10	7	1
Cc1ccc(NS(=O)(=O)c2c(F)cc(F)c(Cl)c2F)cc1S(=O)(=O)N1CCOCC1
    0.94	-2	1	1.2	-5	9	-2	-13
Cc1c(CC(=O)O)c(=O)oc2c(C)c(OCc3ccc(F)cc3Cl)ccc12
    0.97	-1	0	-0.1	7	-290	1	-32
NC(=O)CSc1nnc(-c2ccc(S(=O)(=O)N3CCCC3)cc2)n1CC1CCCO1 (stereo not given)
    0.92	0	0	-1.2	-9	14	-8	-9
C=CCn1c(C)cc(C(=O)COc2ncnc3sccc23)c1C
    1	1	-51	-1.2	-10	-24	0	0
O=C(CCn1c(=O)oc2ccccc21)N1CCOCC1
    0.99	0	0	-1.0	-6	16	-14	-5
COC(=O)/C=C(\C)N=Nc1c(O)[nH]c2ccccc12
    1	0	9	3.2	20	37	-3	3
CN1CCN(Cc2coc3c(Cl)cc(Cl)cc3c2=O)CC1
    1.2	-4	-3	-0.6	-11	-2	6	-3
Cn1c(SCC(=O)N/N=C/c2cc([N+](=O)[O-])ccc2O)nnc1-c1ccccc1
    1.3	-2	27	34	-3	26	-8	-24
O=C(CCS(=O)(=O)c1cccs1)Nc1ccc(C(=O)NCc2cccs2)cc1
    0.84	-3	-1	-4.8	-9	9	5	-9
COC(=O)c1c(C(=O)OC)c2cccc3cc(-c4ccccc4)c4ccc1c4n32
    0.75	-7	-2	2.0	40	74*	-3	20
CCN(CC)S(=O)(=O)c1ccc(C(=O)NCC(c2cccs2)N2CCOCC2)cc1 (stereo not given)
    0.97	-2	0	1.3	-7	6	-14	0
Cn1c(SCC(=O)Nc2ccc3c(c2)CCC3)nnc1C1CC1
    1.1	1	1	-1.6	-12	15	0	-11
CC(C(=O)N1CCCCC1)n1ncn2cccc2c1=O (stereo not given)
    1.1	2	1	-0.9	-7	33	-5	8
CCc1noc(C)c1C(=O)N(Cc1ccccc1)c1c(N)n(CCOC)c(=O)[nH]c1=O
    1	-1	-5	-1.9	-11	-9	-1	-6
Cc1cc(C)c(NC(=O)CC(=O)c2ccccc2)c(Cl)c1
    1.2	0	1	-0.9	-17	20	0	-1
C=CCNC(=O)c1cnc2n(c1=O)CCS2
    1	-1	2	0.3	2	-1	-4	-2

Full records, looked up by structure.
`Cc1ccc(NS(=O)(=O)c2c(F)cc(F)c(Cl)c2F)cc1S(=O)(=O)N1CCOCC1` is listed as hIAP activ: 0.94; GRIN3A LBD mod: -2; SENP1 inh: 1; MPTP block: 1.2; SENP6 inh: -5; SENP8 inh: 9; ATG4B inhibitor: -2; PfGluPho inh: -13
`COC(=O)c1c(C(=O)OC)c2cccc3cc(-c4ccccc4)c4ccc1c4n32` is listed as hIAP activ: 0.75; GRIN3A LBD mod: -7; SENP1 inh: -2; MPTP block: 2.0; SENP6 inh: 40; SENP8 inh: 74*; ATG4B inhibitor: -3; PfGluPho inh: 20

Following part
Value order – hIAP activ	GRIN3A LBD mod	SENP1 inh	MPTP block	SENP6 inh	SENP8 inh	ATG4B inhibitor	PfGluPho inh
CCc1ccc(NC(=O)c2c(Cl)nc(C)c(Cl)c2C)cc1
    0.94	7	3	2.2	3	16	-1	84*
COc1ccc(C2C(C(=O)c3ccco3)=C(O)C(=O)N2CC2CCCO2)cc1OC (stereo not given)
    1	0	1	-3.4	0	30	-7	9
CN(C(=O)COc1cccc(C#N)c1)C1CCS(=O)(=O)C1 (stereo not given)
    1.1	-2	1	-1.1	4	8	9	-10
COCCNC(=O)COC(=O)c1nsc(Cl)c1Cl
    0.92	0	0	0.0	-10	25	-11	-8
CC(C)=CCCC(C)CN1CCC(O)CC1 (stereo not given)
    0.76	-1	1	-1.7	-5	5	3	-8
CC1CCN(S(=O)(=O)c2ccc3ccccc3c2)CC1
    0.78	6	4	-0.1	3	8	-1	-1
CCCCC1=CC2=CC(=O)C(C)(OC(=O)C3CCCC3)C(=O)C2=CO1 (stereo not given)
    1	-8	7	5.1	-23	-162	24	10
O=C(Nc1ccc(Br)cc1)N1CCCCCC1
    1	1	2	14	-5	2	-4	4
COC(=O)C1=C(C(=O)c2ccc(C)cc2)C(c2ccccc2)n2nnnc2N1 (stereo not given)
    1	0	7	5.5	-1	44*	8	3
O=C(NCc1ccc2c(c1)OCO2)C(=O)Nc1cc2c3c(c1)CC(=O)N3CCC2
    1.1	-1	3	-0.9	-3	4	-1	-5
COCC(C)n1c(SCC(=O)Nc2ccc3c(c2)OCCO3)nc2ccccc2c1=O (stereo not given)
    1.1	1	1	-0.6	-6	3	-13	0
COc1ccc(C(=O)COC(=O)c2ccc(NC(=O)c3ccccc3)cc2)cc1
    0.96	-9	3	5.2	-11	22	-1	5
N#Cc1nc(-c2ccco2)oc1N1CCC(C(N)=O)CC1
    0.96	0	1	0.2	-21	-420	-6	1
CC1(C)CC(=NO)CC(C)(C)N1
    0.95	3	0	0.0	-19	8	-13	-11
CN(C)CCCN(C(=O)c1ccc(S(=O)(=O)N2CCCCCC2)cc1)c1nc2ccc(F)cc2s1
    1.1	-1	0	0.4	-8	21	6	8
CC(C)CCN1CCC(CN2CCNC(=O)C2=O)CC1
    .	-1	-1	-0.6	.	10	.	17
CCCC1O[C@@H]2CC3C4CCC5=CC(=O)C=C[C@]5(C)C4C(OC(C)=O)C[C@]3(C)[C@]2(C(=O)COC(C)=O)O1 (stereo not given in full)
    0.97	0	-1	-0.3	2	13	-19	6
COc1ccccc1N1CCN(C(=O)/C=C/c2c(Cl)nc3ccccn23)CC1
    0.88	-15	0	7.1	-6	-13	-7	18
COC(=O)N/N=C/c1c(C)nn(-c2cccc(Cl)c2)c1Cl
    0.9	1	2	-0.1	0	18	15	-10
COc1cccc(OC)c1OCCOc1ccc(C(=O)c2ccccc2)cc1
    0.98	5	0	3.4	-42	16	2	9
CCn1nc(C)c(/C=N/NC(=O)Cn2cncn2)c1C
    1	2	2	-0.2	8	15	3	-9
COc1ccc2sc(N(CCCN(C)C)C(=O)c3ccc(S(=O)(=O)N(C)C4CCCCC4)cc3)nc2c1
    0.92	1	1	82*	4	4	-2	8
CCO[C@@H]1OC(C(N)=O)=C[C@H](c2ccc(C(F)(F)F)cc2)[C@H]1CCCO
    1	0	0	-1.6	-12	6	-4	8
CCN(CC(=O)NC(C)C)C(=O)C(CCSC)NC(=O)c1cccc(C)c1 (stereo not given)
    1.1	-2	1	1.2	2	8	-1	8
Cc1cc(CC(C)C)n(-c2nc3ccccc3c(=O)n2OCC(=O)N(C)C)n1
    1.2	0	3	-2.1	-18	17	3	-3
CCN(CC)S(=O)(=O)c1cccc(-c2nnc(SCc3nnc(-c4ccccc4)o3)n2C)c1
    0.83	3	1	0.9	-1	7	-6	9
C=CCc1ccccc1OCC(=O)NNC(=S)NCc1ccccc1
    1.4	-1	3	0.0	-8	3	69*	-4
COC(=O)c1c(NC(=O)c2ccoc2C)sc2c1CCC2
    1	-1	-4	0.4	-8	-326	-7	10
Cc1cc2c(c(=O)n1CCCn1ccnc1)C(c1ccco1)C(C#N)=C(N)O2 (stereo not given)
    0.94	-3	-56	-0.1	9	-204	3	-2
O=C(/C=C/Nc1ccc(S(=O)(=O)Nc2ncccn2)cc1)c1ccc(Cl)c(Cl)c1
    1.1	3	-24	7.9	-19	-294	0	-13
CCCCn1c(N)c(N(CC(C)C)C(=O)c2ccc(Br)o2)c(=O)[nH]c1=O
    1.1	0	-2	-1.5	-5	-4	-6	4
CCc1ccc(OCC(=O)NC2CC(C)(C)NC(C)(C)C2)cc1
    0.94	-1	-1	-2.1	5	6	-8	-17
O=C(NC(=S)Nc1ccccc1Br)c1cccnc1
    0.88	0	0	-0.2	-5	3	1	9
CC(=O)Nc1ccc(NC(=O)CSc2nc3nc(-c4cccs4)cc(C(F)(F)F)c3c(=O)[nH]2)cc1
    0.85	4	-7	1.7	8	-285	-2	-18
COc1cc(/C=N/Nc2nc(C)cc(C)n2)cc(OC)c1OC
    1.3	1	2	0.1	1	-1	-3	7
CC(=O)Oc1ccccc1C1=NN(C(C)=O)C(c2ccccc2)C1 (stereo not given)
    0.94	0	1	0.6	-2	8	7	-18
CCC(=O)N1CCc2cc(S(=O)(=O)CCC(=O)N(C)c3ccc(OC)cc3OC)ccc21
    1.2	-8	0	-1.3	25	6	6	11
COC(C[C@H]1O[C@@H]1[C@H](O)COCc1ccccc1)OC
    1.2	0	0	-1.3	-4	10	2	-5
N#Cc1nc(-c2ccc(OCc3ccccc3)cc2)oc1N1CCOCC1
    0.82	3	-1	0.2	-7	-312	-4	-2
COc1cc2c(cc1OC)C(=O)C(Br)CC2 (stereo not given)
    .	.	6	2.1	.	-369	.	112*
CC(=O)C1=C(NC(=O)c2ccccc2F)C[C@@H]2[C@H]1C2(C)C
    0.86	14*	0	-2.5	-1	10	3	6
COc1cc(C(=O)NCC(=O)NCC2COc3ccccc3O2)cc(OC)c1OC (stereo not given)
    1.1	1	1	-1.0	-12	8	-11	-11
O=C(COc1ccc(Br)cc1Br)NC1CCCC1
    0.95	-3	2	-2.1	3	14	-3	-14
Cc1cc(NC(=O)COC(=O)C2CC(=O)N(c3cccc(Cl)c3)C2)no1 (stereo not given)
    1.2	0	0	5.4	-8	9	-6	4
O=C1c2cnc3nc(SCc4cccc(Cl)c4)nn3c2CC2c3ccccc3CCN12 (stereo not given)
    0.94	-1	-47	11	7	-268	4	-9
O=C1CCCC(=O)N1c1ccc(N2CCOCC2)c([N+](=O)[O-])c1
    1.2	-1	4	1.8	-3	14	-5	-6
CCOC(=O)c1sc(NC(=O)CSc2nc3c(c(=O)n2-c2ccc(C)cc2)SCC3)c(C(=O)OCC)c1C
    0.84	2	-1	0.8	11	6	-1	-13
CN(CCc1ccccc1)C(=O)c1cccc(NC(=O)Cc2cccc(NC(=O)C3CCN(C(=O)C4CCCCC4)CC3)c2)c1
    .	-3	0	-1.4	.	7	-7	10
COc1ccc(S(=O)(=O)NC(C)C(=O)NCc2ccncc2)cc1C (stereo not given)
    1.2	0	-3	-0.8	-40	12	-1	-13
O=C(Nc1ccn(C2CC(OC(=O)c3ccccc3)C(CO)O2)c(=O)n1)c1ccccc1 (stereo not given)
    0.92	1	0	0.0	-6	12	-1	12
CC(=O)N1CCN=C1SCc1cccc(C(F)(F)F)c1
    1.1	-1	2	-1.0	3	0	-8	-3
O=C1C=C(c2ccccc2)OC2(CCCC2)O1
    0.92	2	3	6.6	7	24	-1	-6
CC(C)Cn1c(N)c(C(=O)CSc2ccccc2)c(=O)n(C)c1=O
    .	5	0	10	.	9	-3	2
